Yeast life ext – yeast lifespan extension. 130,000 tested, 0.68% active. inhibition of the nicotinamide effect, % at 10 µM. AID 775. S. cerevisiae growth with nicotinamide, OD615; deaD strain in restrictive glucose medium;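 active = inhibition above a set limit, placed 3 SD over the median of all compounds, cut at about 26% in these data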;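 also: 0% = nicotinamide-treated wells and 100% = cells grown without nicotinamide; some compounds called inactive have numbers as strong as hits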
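System: Modified budding yeast, DeaD strain | Buffer or medium: Restrictive glucose medium | Also added: 1.5 mM nicotinamide | Doses: 10 µM single point, 0.25% DMSO | Schedule: 48 h compound exposure at 30 °C, humidified | Detection: Absorbance at 615 nm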
bCat KO growth – beta-catenin-lacking colon tumor cell growth suppression; 140,000 tested, 1.5% active; HCT116 beta-catenin knockout viability, CellTiter-Glo, 60 h; stronger effect = lower value; AID 818; viability, % at 10 µM;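 active = viability at or under a set limit, the compound median less 4 SD, cut at about 6% in these data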;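 also: 0% = Hyamine 1622 control at 20 µM and 100% = untreated cell control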
NPY Y2 blocker – antagonists of human neuropeptide Y receptor Y2. P49146. NPY-Y2 expressing cells, antagonist mode. inhibition, % at 2.7 µM. 140,000 tested, 0.99% active; in the data active = inhibition above about 17%;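 also: 0% = vehicle with agonist challenge and 100% = reference antagonist with challenge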
Target sequence (P49146 whole entry, looked up): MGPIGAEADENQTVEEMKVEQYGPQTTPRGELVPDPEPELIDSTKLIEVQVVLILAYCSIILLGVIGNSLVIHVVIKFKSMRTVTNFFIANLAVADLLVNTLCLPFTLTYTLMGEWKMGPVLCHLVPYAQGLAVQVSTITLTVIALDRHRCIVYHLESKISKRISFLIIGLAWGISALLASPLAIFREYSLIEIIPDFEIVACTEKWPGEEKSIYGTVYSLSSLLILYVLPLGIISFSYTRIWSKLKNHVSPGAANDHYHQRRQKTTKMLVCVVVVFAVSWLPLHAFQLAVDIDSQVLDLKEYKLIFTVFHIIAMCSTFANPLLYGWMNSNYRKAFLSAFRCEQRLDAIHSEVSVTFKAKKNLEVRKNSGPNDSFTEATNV
GALR2 antag – GALR2 (human) receptor antagonism. O43603. GALR2-expressing cells, antagonist mode. inhibition, % at 4 µM. 140,000 tested, 0.39% active. AID 828; in the data active = inhibition above about 27%;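 also: cells stimulated with galanin 1-16 at roughly its EC80; 0% = agonist challenge control and 100% = basal control without agonist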
Target sequence (O43603 whole entry, looked up): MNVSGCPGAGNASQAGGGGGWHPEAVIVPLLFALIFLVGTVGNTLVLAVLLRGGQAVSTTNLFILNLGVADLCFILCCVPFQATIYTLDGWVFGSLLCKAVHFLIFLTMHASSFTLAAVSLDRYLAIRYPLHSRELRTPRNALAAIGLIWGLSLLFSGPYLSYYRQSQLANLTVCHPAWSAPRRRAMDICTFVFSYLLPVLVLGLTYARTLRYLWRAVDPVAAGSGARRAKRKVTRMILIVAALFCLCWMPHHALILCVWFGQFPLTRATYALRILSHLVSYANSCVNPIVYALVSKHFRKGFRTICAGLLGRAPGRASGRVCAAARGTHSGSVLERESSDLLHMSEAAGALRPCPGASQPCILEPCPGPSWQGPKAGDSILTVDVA
Yeast growth inh – reduces growth of yeast BB579 in restrictive medium. 140,000 tested, 0.51% active. S. cerevisiae BB579 growth, OD615, 48 h. inhibition, % at 10 µM;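 active = inhibition above a set limit, 3 SD over the mean compound inhibition, cut at about 44% in these data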; also: inactives centre near -24
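Test system: DeaD yeast strain BB579 / Buffer or medium: restrictive glucose-based CSMM-D medium / Doses: single 10 µM dose / Schedule: 4 h cell preincubation, 48 h compound exposure, 30 °C humidified / Technique: culture absorbance at 615 nm / Controls: amphotericin B positive control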
Phagocytosis inh – blocks phagocytosis by macrophages. inhibition, % at 5 µM. J774A.1 macrophage IgG-bead phagocytosis, imaging. 110,000 tested, 0.07% active;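 active = inhibition above the mean of the plate negative controls plus 5 SD, cut at about 13% in these data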;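 also: phagocytic index as fraction of beads internalized from green versus red external bead signal; plate controls were DMSO negative control for no effect and cytochalasin-D positive control for full effect; some results beyond the cut were filed as inactive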
Measles CPE – protection of cells from measles virus. Measles virus-infected cells, CPE protection, absorbance. protection (pct of control), % at 4 µM. 140,000 tested, 1.5% active; in the data active = protection mostly above about 24%, no sharp cut-off; inactive = mostly below about 26%; also: some compounds called inactive have numbers as strong as hits
MRP1 act – activates MRP-1; viability increase, % at 10 µM; 140,000 tested, 0.61% active; H69AR cells + doxorubicin, viability rescue, CellTiter-Glo;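 active = viability gain under doxorubicin at or above a set limit, the compound median plus 3 SD, cut at about 4.7% in these data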;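 also: MRP-1 overexpressing cells given doxorubicin 25 µM after compound pretreatment; 18-22 h compound pretreatment then 72 h with doxorubicin before readout; 0% = doxorubicin-only wells and 100% = vehicle-treated cells without doxorubicin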
PTEN del growth – suppresses growth of cells with PTEN deletion. viability, % at 10 µM. 140,000 tested, 1.2% active. HCT116 PTEN-null viability, CellTiter-Glo, 60 h; stronger effect = lower value. AID 827;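 active = viability at or below a set limit, 4 SD under the median of all tested compounds, cut at about 3.7% in these data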;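 also: PTEN knockout HCT116 line with beta catenin targeted HCT116 as companion control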
E-sel TNF inh – blocks E-selectin expression induced by TNF alpha | HUVEC TNFa-induced E-selectin immunofluorescence, high content | inhibition, % at 2 µM | 120,000 tested, 0.71% active;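 active = inhibition above the batch mean plus 3 SD, and confirmed as a hit on visual image review, cut at about 43% in these data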;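 also: 0% = TNF-stimulated DMSO wells and 100% = unstimulated control wells; not every result past the cut was called active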
An asterisk follows results filed as active; . = not tested or not shown.

Every second line gives: GALR2 antag	Measles CPE	bCat KO growth	PTEN del growth	NPY Y2 blocker	E-sel TNF inh	Yeast growth inh	MRP1 act	Yeast life ext	Phagocytosis inh
COc1ccc(OCC(=O)NN2Cc3ccccc3C2=N)cc1
    -7	8	106	103	3	-32	-76	1.5	35	0
BrCCOCCOc1ccc2ccccc2c1
    -3	16	102	95	4	.	-18	-2.5	-6	-11
O=C(CC1C(=O)NCCN1C(=O)Nc1ccccc1)Nc1ccc2c(c1)OCO2 (stereo not given)
    -1	14	99	105	-3	6	-75	0.2	-13	0
COc1ccc2c(c1)CC/C(=C\c1ccc(OC)c(Cn3nc(C)cc3C)c1)C2=O
    4	12	46	31	10	-35	-37	-2.0	-1	1
O=C(CNC(=O)c1ccccc1Cl)N/N=C/C=C/c1ccccc1
    8	12	93	102	4	3	-10	-0.3	-1	-11
CC1CCc2sc(C(=O)N=Nc3c(O)[nH]c4ccccc34)cc2C1 (stereo not given)
    -17	15	90	77	4	.	-19	-3.0	9	-2
CC1(C)CC(=O)C=C(NC2CC(C)(C)NC(C)(C)C2)C1
    7	3	102	112	1	.	-34	1.1	5	0
CC1(C)Cc2ccccc2-c2nc3ccccc3c(=O)n21
    -1	7	78	70	5	-16	-41	1.3	-18	4
O=S(=O)(Nc1nc(-c2sccc2Cl)cs1)c1cc(Cl)ccc1Cl
    1	8	95	95	7	6	-24	-1.3	46*	.
CC(=O)Nc1ccc(Br)cc1C(=O)C(=O)O
    2	11	94	90	0	5	2	-2.8	-2	-5
O=C(CN1CCN(c2ccc(F)cc2)CC1)Nc1ccc(F)c(F)c1
    -4	10	88	93	2	.	1	-1.1	-2	-1
CCOC(=O)N1CCC(Nc2nc(OC)nc(OC)n2)CC1
    -6	5	85	98	0	-2	-27	-0.2	-3	-1
OC(CNCc1ccccc1)Cn1ccc2ccccc21 (stereo not given)
    12	11	90	97	6	14	-17	-2.7	3	-7
O=C1c2ccccc2C(=O)N1CCCc1c[nH]c2ccccc12
    21	4	94	97	2	.	-20	1.6	-5	-9
CC1(C)CC2(CCO1)CNC(=O)O2 (stereo not given)
    -3	9	84	82	1	.	-29	-0.4	-18	1
COc1ccccc1/C=N/NC(=O)c1nnn(-c2nonc2N)c1CSC1=NCCS1
    -1	7	90	80	-1	-1	-17	-1.7	-6	-7
O=C(NC1CCCC1)C1CCC(=O)N1C1CCCC1 (stereo not given)
    -19	4	91	99	-1	-8	-31	-1.2	-9	.
O=C(Nc1cc(C(F)(F)F)ccc1N1CCOCC1)c1cccnc1Cl
    -14	7	76	80	0	15	6	-1.6	-15	0
O=C(NCC1CC1)c1ccc(Nc2nc3ccc(Br)cc3[nH]2)cc1
    -10	18	83	79	0	-17	-63	-5.5	-22	0
O=C(/C=N/O)Nc1ccccc1
    -5	5	98	110	4	.	-18	0.8	-12	.
COC(=O)C1CCN(C(c2ccc(OC)c(OC)c2)c2sc3nc(C)nn3c2O)CC1 (stereo not given)
    .	8	92	106	.	.	-27	-0.1	-3	-1
Cc1ccc(C)c(NC(=O)CCc2ccc(S(=O)(=O)NC3CCCCC3)cc2)c1
    -3	9	94	87	1	3	-71	-0.1	-8	0
COc1cc(OC)c(C2N(c3ccc(Cl)cc3)C(=O)C3CCCN32)cc1OC (stereo not given)
    -1	4	100	97	-2	.	-8	-2.6	-10	0
COC(=O)CNC(=O)CSc1nnc(C)c(=O)[nH]1
    -3	10	103	104	-1	-64	-46	2.1	2	-5
CCCc1cc(C(=O)NCCc2ccc(OC)c(OC)c2)no1
    4	13	99	110	2	.	-71	-1.4	-9	0
O=C(COC(=O)Cc1cn2ccsc2n1)Nc1nc2ccccc2s1
    0	3	83	97	1	.	-40	-2.7	-2	0
O=C(c1cc2nc(-c3ccco3)cc(C(F)(F)F)n2n1)N1CCCc2ccccc21
    -3	11	96	99	3	-29	-14	-0.6	6	3
CN(C)C(CNC(=O)CSc1nnc(-c2ccco2)o1)c1ccccc1 (stereo not given)
    3	31	86	85	-1	-7	0	-3.1	0	.
CSc1ncccc1C(=O)OCC(=O)Nc1cc(C(F)(F)F)ccc1N1CCOCC1
    -4	.	88	80	-2	-10	-71	-0.8	-18	-3
CC(C)OC(=O)c1cc2c(ccn2C)n1CC(=O)N(Cc1ccccc1)c1ccc(F)cc1
    -16	56*	67	66	6	3	-24	-4.3	5	0

2 consecutive entries already listed, quoted:
Every second line gives: GALR2 antag	Measles CPE	bCat KO growth	PTEN del growth	NPY Y2 blocker	E-sel TNF inh	Yeast growth inh	MRP1 act	Yeast life ext	Phagocytosis inh
Cc1ccc(C)c(NC(=O)CCc2ccc(S(=O)(=O)NC3CCCCC3)cc2)c1
    -3	9	94	87	1	3	-71	-0.1	-8	0
COc1cc(OC)c(C2N(c3ccc(Cl)cc3)C(=O)C3CCCN32)cc1OC (stereo not given)
    -1	4	100	97	-2	.	-8	-2.6	-10	0

Following part:
Every second line gives: GALR2 antag	Measles CPE	bCat KO growth	PTEN del growth	NPY Y2 blocker	E-sel TNF inh	Yeast growth inh	MRP1 act	Yeast life ext	Phagocytosis inh
O=C(Oc1cccc(NC(=O)c2ccco2)c1)c1cccc(S(=O)(=O)N2CCCCC2)c1
    14	6	101	93	6	-11	-82	-1.1	-10	0
CCOC(=O)C1=NNC2(c3ccc(C)cc3)C(=O)N(c3ccc(Cl)cc3)C(=O)C12 (stereo not given)
    -16	7	95	99	6	2	1	-0.4	-1	-10
C=CCn1c(COc2ccccc2F)nnc1SCC(=O)N1CC(=O)Nc2ccccc21
    -7	9	96	100	-2	-20	-40	-2.1	-7	0
COc1ccc(-c2nn(-c3ccccc3)cc2C(=O)N2CCOCC2)cc1
    4	11	96	101	2	.	-16	-2.2	-7	1
Cc1ccc(S(=O)(=O)C(C#N)c2nc3ccccc3nc2N2CCCC2)cc1 (stereo not given)
    -2	32	90	81	-2	-26	-60	-2.5	72*	0
CS/C(=N\NC(N)=O)c1ccccc1
    6	6	91	99	-2	-15	-4	-2.9	3	2
O=C(OCc1nnc(-c2ccccc2)o1)c1cn(-c2ccccc2)nc1-c1ccccc1
    -17	12	88	92	0	.	-88	0.6	-11	0
O=C(N/C(=C/c1cn(-c2ccccc2)nc1-c1ccccc1)C(=O)N1CCOCC1)c1ccc(Cl)cc1Cl
    -2	3	68	66	-1	18	-63	-2.8	6	0
CCOc1ccccc1C(=O)Nc1nnc(C(C)C)s1
    0	2	94	95	4	12	-33	-2.3	-13	0
O=S(=O)(Nc1ccccc1Cl)c1ccc(F)cc1
    4	5	77	71	3	26	-16	-1.1	8	-4
CCn1c(CCn2c3ccccc3c3ccccc32)n[nH]c1=S
    -5	29	91	91	6	-1	12	-2.7	0	.
Cc1cc(C)cc(NC(=O)C/C(N)=N/O)c1
    5	1	87	86	2	-51	12	-0.9	-9	0
Cc1cccc(C2N(c3nccs3)C(=O)C3CCCN32)c1 (stereo not given)
    4	13	96	94	0	.	-38	-1.3	-5	-2
Cc1cccc(/C=N/c2sc3c(c2C#N)CCN(Cc2ccccc2)C3)c1O
    12	33	96	92	0	.	-31	1.0	-2	1
Cc1nn(-c2ccc(Cl)cc2)c(N)c1C(O)(CSc1nccn1C)C(F)(F)F (stereo not given)
    14	14	82	81	0	-28	-17	-4.6	-10	2
CC(=O)N1CCC(=NNC(=O)CSc2cc(C)c(Br)cc2C)CC1
    7	10	98	110	1	-42	-37	2.1	-1	2
CC(C)Sc1nc2ccccc2n1CC(=O)NCc1ccc2c(c1)OCO2
    -2	20	94	81	6	-21	-31	-2.7	-16	2
Cc1cccc2cc(CN(CCN3CCCC3)C(=O)NC3CCCCC3)c(=O)[nH]c12
    0	15	60	56	2	.	-39	-3.2	-12	.
CCOC(=O)Cn1nc(C)n(-c2ccc(C)cc2)c1=O
    -1	11	95	102	-1	7	-21	-1.4	-4	.
O=S(=O)(/N=C(/Nc1cc(N2CCOCC2)ncn1)c1ccccc1)c1ccccc1
    -1	12	96	101	1	4	-87	-0.2	-2	-1
O=c1c2ccccc2nc(SCc2cccc(F)c2)n1Cc1ccco1
    -2	22	73	69	19*	-3	-48	-1.8	9	-2
O=C(O)c1c[nH]c2cc(C(F)(F)F)ccc2c1=O
    6	25	86	96	0	1	-47	-1.6	-4	.
CN(C)c1ccc(NC(=O)c2sc(SCC(=O)Nc3nccs3)nc2N)cc1
    -2	9	66	60	-1	.	-46	-4.2	-1	-1
Cc1ncc(CSc2nc3ccccc3[nH]2)c(N)n1
    14	10	107	100	2	-1	3	1.4	-13	1
CC(NC(=O)Nc1ccc2c(c1)OCO2)C1CCCO1 (stereo not given)
    -1	4	104	93	2	18	-20	-1.2	-12	3
Cc1ccc(-c2nnc(CSc3nnc(COc4ccccc4)n3-c3ccccc3)o2)cc1
    -16	5	53	48	15	-18	-27	-1.0	2	0
CCN1CCN(CCCCOc2ccccc2F)CC1
    -6	6	90	92	4	.	-13	-3.5	-2	-1
O=C(O)C1CCCN1C(=O)c1cccs1 (stereo not given)
    -4	16	94	97	-1	-6	25	-1.9	2	.
O=C(N/N=C\c1ccc(-c2ccc([N+](=O)[O-])cc2)o1)C1COc2ccccc2O1 (stereo not given)
    4	4	95	97	8	.	-9	-0.7	-1	-4
COc1ccc2cc3cc(C(=O)NCC4COc5ccccc5O4)oc3nc2c1 (stereo not given)
    6	4	104	89	5	-4	-14	1.7	-20	.
COc1ccc(-c2cnc(N)n2CC2CCCO2)cc1 (stereo not given)
    -3	15	94	81	0	-18	-4	-0.9	-14	-1
COc1ccc(-c2cc(C#N)nc(N3CCNCC3)n2)cc1
    1	31	0.6*	0.4*	4	-4	-58	-5.6	-32	0
CCCC(=O)Nc1ccc(C(=O)Nc2nnc(COC)s2)cc1
    -10	8	94	99	2	.	-12	0.9	-5	.
COc1ccc(NCc2nnc(SCC(=O)Nc3nc(-c4ccccc4)cs3)n2-c2ccccc2)cc1
    -4	12	1.3*	1.8*	4	.	-10	-6.0	9	-2
COc1ccc2[nH]c(C(=O)O)c(NS(=O)(=O)c3ccc(OC)c(OC)c3)c2c1
    9	21	116	93	1	-56	12	-2.1	-21	2
NNC(=O)C1=NOC(CNc2ncc(C(F)(F)F)cc2Cl)C1 (stereo not given)
    -7	3	97	105	4	13	-9	-0.4	-4	.
O=C(N/N=C/c1ccccc1Cl)c1cccc(F)c1
    9	15	106	101	3	15	4	-0.1	-24	-3
CCN(CCC(=O)Nc1cc([N+](=O)[O-])ccc1OC)Cc1ccccc1
    3	3	75	73	8	-3	-25	-1.4	8	-2
CCCCCCCCCCS(=O)(=O)N/N=C/c1ccc([N+](=O)[O-])cc1
    1	20	87	82	9	6	-24	-2.4	-9	-2
Cc1cc2ncn(C(=O)c3c(-c4c(Cl)cccc4Cl)noc3C)c2cc1C
    -6	1	102	101	1	.	-12	-2.3	-2	2
O=C(CSc1nc(C2CC2)nc2ccccc12)N1c2ccccc2Sc2ccccc21
    -1	1	70	65	-3	24	-45	0.1	-15	-1
COc1ccc(CCN/C=C2/CC(=O)NC2=O)cc1OC
    7	7	83	86	-1	.	10	-2.4	-7	-1
